SENP6 inh – inhibitors of human SENP6 protease; Q9GZR1; Recombinant SENP6 catalytic domain, aminoluciferin luminescence; inhibition, % at 10 µM; actives 1.8% (n = 330,000); AID 2599;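 active = inhibition above about 50% at the single tested dose, limit read from the data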;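 also: plate controls were DMSO wells with enzyme for no effect and DMSO wells lacking enzyme for full effect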
Target sequence (Q9GZR1 628-1112 limits assumed): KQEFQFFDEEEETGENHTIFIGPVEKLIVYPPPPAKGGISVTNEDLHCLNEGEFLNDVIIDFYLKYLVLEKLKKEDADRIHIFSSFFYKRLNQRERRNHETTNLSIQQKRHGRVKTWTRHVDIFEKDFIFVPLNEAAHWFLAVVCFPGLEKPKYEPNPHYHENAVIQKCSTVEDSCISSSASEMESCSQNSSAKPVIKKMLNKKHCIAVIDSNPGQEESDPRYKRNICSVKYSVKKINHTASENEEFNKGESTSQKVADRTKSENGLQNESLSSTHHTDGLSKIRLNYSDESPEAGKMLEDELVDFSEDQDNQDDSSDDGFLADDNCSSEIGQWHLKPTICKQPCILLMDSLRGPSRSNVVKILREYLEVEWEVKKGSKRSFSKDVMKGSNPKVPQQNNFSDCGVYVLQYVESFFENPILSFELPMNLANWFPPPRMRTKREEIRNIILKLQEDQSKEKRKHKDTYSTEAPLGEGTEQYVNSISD
PfG6PD inh – PfG6PD (Plasmodium falciparum) enzyme inhibition; PfGluPho enzyme, NADPH resazurin-diaphorase fluorescence; inhibition, % at 20 µM; actives 0.78% (n = 350,000); AID 504690;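 active = inhibition reaching at least a set limit at 20 µM in the primary screen, cut at about 59% in these data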;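 also: 0% = DMSO wells with substrate and 100% = DMSO wells lacking glucose-6-phosphate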
HKDC1 inh – blocks human hexokinase HKDC1 activity; Q2TB90; recombinant HKDC1, G6PDH/diaphorase resazurin coupled fluorescence; inhibition, % at 20 µM; actives 0.16% (n = 340,000); AID 493160;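 active = inhibition above about 35% when tested at 20 µM, limit read from the data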;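 also: plate controls were DMSO wells with enzyme for no effect and DMSO wells lacking enzyme for full effect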
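Assay system: in-house recombinant HK5 (HKDC1) enzyme. Input: HKDC1 at 5 µg/mL. Medium: Tris pH 8.0 buffer with MgCl2, Tween-20, BSA, BME. Dosing: single 20 µM dose. Schedule: 90 min reaction incubation at room temperature, dark. Signal: resazurin-to-resorufin fluorescence via G6PDH and diaphorase coupling, 525/613 nm. Controls: DMSO-enzyme wells negative, buffer-substituted wells positive.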
SENP8 block-1 – blocks human SENP8 cleavage of Nedd8 substrate; recombinant SENP8, Nedd8 substrate fluorescence; inhibition, % at 20 µM; actives 0.64% (n = 360,000); AID 602440; in the data active = inhibition mostly above about 40%, no sharp cut-off; inactive = mostly below about 27%
Target sequence (Q96LD8 whole entry, looked up): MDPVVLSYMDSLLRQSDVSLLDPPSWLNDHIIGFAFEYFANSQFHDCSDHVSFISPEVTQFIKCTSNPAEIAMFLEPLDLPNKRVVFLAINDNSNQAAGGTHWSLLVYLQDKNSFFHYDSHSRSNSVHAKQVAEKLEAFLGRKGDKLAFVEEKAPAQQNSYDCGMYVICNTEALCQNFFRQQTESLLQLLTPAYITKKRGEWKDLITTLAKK
SENP8 block-2 – inhibitors of human SENP8 protease; actives 1.2% (n = 330,000); AID 2540; purified SENP8, Z-RLRGG-aminoluciferin cleavage, luminescence; inhibition, % at 10 µM; Q96LD8; in the data active = inhibition above about 50%
SENP7 block – blocks the human protease SENP7; Q9BQF6; recombinant SENP7, Z-RLRGG-aminoluciferin luminescence, 40 min; inhibition, % at 5 µM; actives 1.5% (n = 330,000);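 active = inhibition above about 50% at the single test dose, limit read from the data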;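 also: plate controls were DMSO with enzyme for no effect and no enzyme buffer wells for full effect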
SENP1 inh – inhibitors of human SENP1 SUMO protease catalytic domain | Q9P0U3 | inhibition, % at 10 µM | recombinant SENP1 catalytic domain, CyPet-SUMO1-YPet FRET cleavage | actives 0.21% (n = 360,000);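 active = inhibition at least 30% at 10 µM, raw YFP signal under a set limit, fluorescence ratio 0.5 to 1.5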;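 also: 0% = enzyme with DMSO and 100% = no enzyme wells; some results filed as inactive read as strong as hits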
Target sequence (Q9P0U3 419-644 limits assumed): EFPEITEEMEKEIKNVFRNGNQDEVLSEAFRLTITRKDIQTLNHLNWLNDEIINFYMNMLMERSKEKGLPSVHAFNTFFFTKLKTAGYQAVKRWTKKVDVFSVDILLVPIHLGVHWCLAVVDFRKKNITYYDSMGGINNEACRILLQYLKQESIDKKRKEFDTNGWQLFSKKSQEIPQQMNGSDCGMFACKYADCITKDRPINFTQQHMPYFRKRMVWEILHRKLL
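Assay system: hSENP1 catalytic domain, recombinant. Amount: SENP1 enzyme, 20 pM final. Schedule: 50 min reaction, RT, dark. Technique: FRET, CFP and YFP emission. Control set: no-enzyme wells low, DMSO-plus-enzyme wells high control.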
NLRP3 yeast inh – NALP3 inhibition in yeast. Yeast reconstituted NLRP3/ASC/caspase-1, beta-gal luminescence, 24 h. inhibition, % at 10 µM. AID 2825. actives 0.39% (n = 330,000);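 active = inhibition of 50% or more; inactive = inhibition below 50%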;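 also: plate controls were induced DMSO wells for no effect and uninduced yeast grown without galactose for full effect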
Apaf1 inhib – blocks human Apaf-1 apoptosome activity; O14727; reconstituted apoptosome caspase-3 activity, DEVD-Rh110 fluorescence; inhibition, % at 20 µM; actives 0.71% (n = 330,000); AID 489030; active = inhibition of at least 40% at 20 µM;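 also: plate controls were DMSO wells for no effect and DEVD-CHO caspase inhibitor wells for full effect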
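Material: cell-free apoptosome with Apaf-1, procaspase-3 and caspase-9; Buffer or medium: Hepes pH 7.5 with detergent and BSA; Reagent: cytochrome c trigger plus (Z-DEVD)2-Rh110 caspase-3 substrate; Times: compound with Apaf-1, dATP, procaspase-3 30 min, then 50 min reaction, room temperature; Technique: Rh110 fluorescence intensity.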
The depositor's hits bear a star; / = no result given; & = joins results of further samples.

SMILES	SENP6 inh	PfG6PD inh	HKDC1 inh	SENP8 block-1	SENP8 block-2	SENP7 block	SENP1 inh	NLRP3 yeast inh	Apaf1 inhib
O=C(OCCOc1cccc(Cl)c1)c1cc(S(=O)(=O)N2CCCCC2)ccc1N1CCOCC1	-9	12	-1	-3	-8	0	0	18	23
CCOC(=O)N1CCC(NC(=O)CSCc2nc(-c3ccc(OC)c(OC)c3)oc2C)CC1	-9	-10	-7	-7	-9	-4	2	1	-7
Fc1ccc(-c2onc3ccc(C4OCCO4)cc23)cc1	1	-8	-7	-9	-1	8	1	1	4
CCc1ccc(N2CC(C(=O)N/N=C/c3cccc([N+](=O)[O-])c3)CC2=O)cc1 (stereo not given)	-19	20	-5	2	-5	-12	4	11	15
COc1cccc(CCC(=O)Nc2cc3c(cc2C(=O)O)OCCCO3)c1OC	-3	-8	-3	-58	4	-6	3	6	-1
CSc1nnc(SCC#N)s1	-6	0	-3	22	2	2	2	12	-27
O=c1c2cnn(-c3ccccc3)c2nc(-c2cccs2)n1-c1ccc(Br)cc1	7	-26	-8	-115	4	-3	9	5	8
CCOC(=O)CC1C(=O)NCCN1C(=O)c1cccc(C(F)(F)F)c1 (stereo not given)	-14	-5	-8	34	1	-4	2	22	-3
CCOC(=O)C1CCCN(c2c(NCCc3ccc(Cl)cc3)c(=O)c2=O)C1 (stereo not given)	-5	-10	0	18	7	3	0	13	-3
COCCCNC(=O)C1CCC(CNS(=O)(=O)c2ccc3c(c2)N(C(C)=O)CCO3)CC1 (stereo not given)	1	-14	-5	11	-7	-13	1	9	3
Cc1ccc(NC(=O)c2ccco2)c([N+](=O)[O-])c1	30	-5	-7	12	12	21	0	14	4
Cc1cc(C)nc(SCc2cc(=O)c(OC(=O)c3ccc(S(=O)(=O)N4CCCC4)cc3)co2)n1	-11	12	18	17	3	0	1	16	-9
CCc1sc(C(=O)NCCc2ccc(S(N)(=O)=O)cc2)cc1Br	-27	14	-11	0	0	-8	0	15	-4
C=C(C)Cn1c(COc2ccccc2)nnc1SCC(=O)O	-8	-20	0	14	-1	0	1	2	1
N#Cc1cccnc1Nc1ccc(Cl)cc1	-6	-6	-6	-83	-7	-4	1	-3	3
O=C(Nc1nc(-c2cc(F)ccc2F)cs1)C1=COCCO1	21	10	1	13	4	7	-3	28	12
Cc1ccc(C(=O)N/C(=C\c2cn(C)c3ccccc23)C(=O)N2CCN(C)CC2)cc1	3	-2	-5	6	-10	-6	-10	4	-5
O=S(=O)(/N=S1\CC=CCN1S(=O)(=O)c1ccccc1)c1ccccc1 (stereo not given)	/	64*	3	7	/	/	1	/	/
CCCNC(=O)c1ccc(N2CCC3(CC2)CC(c2cccc(Br)c2)=NO3)c(N)c1	6	15	3	-307	4	-4	-8	11	28
COc1ccc(Nc2ncc(C#N)c(N)n2)c(OC)c1	-11	3	-3	-31	0	1	1	18	-25
CN(C)C(=O)c1ccc(-c2cc(C(F)(F)F)n(C)n2)s1	1	8	5	28	0	-4	2	16	-28
CCn1c(CSc2nc(C)cc(C)n2)nnc1SCC(=O)Nc1cccc2ccccc12	-16	-15	12	8	-8	7	1	17	-2
CC(C)(C)C(=O)Nc1ccc(C(=O)Nc2cccc(Oc3ccc(C(=O)O)c(C(=O)O)c3)c2)cc1	17	-10	4	15	10	-1	0	2	-2
CNC(=S)NCc1ccc2[nH]c3c(c2c1)CCCC3	-20	21	-6	-4	5	3	-11	14	-10
COC(=O)/C=C1\S/C(=N/N=C/c2ccco2)NC1=O	-11	-4	-8	25	1	5	8	32	-2

Further structures:
SMILES	SENP6 inh	PfG6PD inh	HKDC1 inh	SENP8 block-1	SENP8 block-2	SENP7 block	SENP1 inh	NLRP3 yeast inh	Apaf1 inhib
COc1ccc(N(CC(=O)NCc2ccccc2)C(=O)CCC(=O)Nc2cc(C)ccn2)c(OC)c1	0	3	-5	22	2	8	2	-6	-8
Cc1ccc(C(C(=O)NC2CCCCC2)N(Cc2cccnc2)C(=O)c2csnn2)cc1 (stereo not given)	4	9	-10	-2	7	3	3	10	-2
Cc1cc(C(=O)Cn2cnc3cc(F)ccc3c2=O)c(C)n1C1CC1	-8	-3	-5	2	-6	4	1	33	6
COc1ccc(C(=O)Cc2ccc(OC)c(OC)c2)c(OC)c1	-23	11	-8	9	-3	-10	2	20	4
Cc1cccc(CN2CCN(Cc3ccc4nonc4c3)CC2CCO)n1 (stereo not given)	12	-19	-4	1	-6	-6	1	-1	-11
CCC(C)NC(=O)CSc1nnc(-c2cc(-c3ccc(C)cc3)nc3ccccc23)n1N (stereo not given)	3	13	0	-121	3	5	1	6	10
Cc1ccc(-n2c(C)cc(C(=O)CSc3nncs3)c2C)cc1	-14	62*	-9	16	6	1	2	23	13
Cn1cccc1Cc1nnc(SCC(=O)NC2CCCCC2)n1CCc1ccccc1	-7	8	-2	5	-3	-9	-15	20	3
Cc1ccc(NC(=O)COC(=O)C2(c3ccc(Cl)cc3)CCCC2)cc1	5	2	19	11	-7	0	0	19	22
Cc1occc1-c1nnc(SCC(=O)Nc2ccccc2)n1C	18	-10	1	18	5	4	2	3	5
O=C(OCC(=O)c1ccc[nH]1)c1ccc(C(F)(F)F)cc1	1	7	-6	11	-2	1	-2	10	8
COC(=O)C1(C(=O)OC)Sc2ccccc2C1=O	-2	7	6	-4	-4	5	1	10	-22
Cc1nc(-c2ccncc2)sc1C(=O)Nc1ccc(Br)cc1	-1	5	1	2	-7	-2	-10	10	8
O=C(Nc1ccc(-c2cn3ccsc3n2)cc1)C1CCCC1	21	7	3	28	-2	25	-1	31	12
CCc1ccc(NC(=O)CSc2nnc(CNC(=O)c3cccs3)o2)cc1	-4	8	-3	12	-14	3	1	2	-10
Cc1csc2nc(O)c(C(=O)NCCN3CCOCC3)c(=O)n12	-3	0	1	10	-6	-5	1	17	-1
Cc1ccc(Cl)cc1NC(=O)C1CC(=O)Nc2ncnn21 (stereo not given)	20	-4	-3	13	-3	0	0	20	-8
Cc1c(C(=O)NCc2ccccc2)oc2c1C(=O)CCC2	1	-3	2	25	6	-2	1	5	-12
O=C(CSc1ccc(-c2cccnc2)nn1)c1ccc([N+](=O)[O-])cc1	-14	30	-4	22	0	-1	3	7	-5
CC(OC(=O)Cc1ccccc1[N+](=O)[O-])C(=O)NC(=O)NC1CCCCC1 (stereo not given)	4	-3	1	6	1	6	4	-5	16
CC(C)c1cc[n+](-c2nc([O-])sc2C=O)cc1	-10	9	2	31	8	2	26	15	-12
CCOC(=O)c1sc(NC(=O)CN2CCN(c3ccc(OC)cc3)CC2)nc1C	-6	2	-3	11	-7	2	2	16	17
O=C(NC1CCN(Cc2ccccc2)CC1)c1ccc2c(c1)[nH]c(=O)n2Cc1ccc(F)cc1	-7	8	0	7	-1	-3	2	11	0
Cc1ccc(O)c([C@H](CCN(C(C)C)C(C)C)c2ccccc2)c1	-10	-37&-10	7&-7	17&7	-1	-5	3&0	16	6
CC(C)(C)c1csc(NC(=O)CSc2nc3ccccc3c(=O)[nH]2)n1	14	-20	-4	6	12	-3	-1	-24	-3

Next structures.
SMILES	SENP6 inh	PfG6PD inh	HKDC1 inh	SENP8 block-1	SENP8 block-2	SENP7 block	SENP1 inh	NLRP3 yeast inh	Apaf1 inhib
Cc1ccc(S(=O)(=O)N2CCc3c2cc([N+](=O)[O-])cc3[N+](=O)[O-])cc1	-19	1	0	16	4	3	2	22	21
CCN(C[C@H]1N[C@@](CC)(C(=O)OC)[C@H]2C(=O)N(C)C(=O)[C@@H]12)C(=O)Nc1ccc(OC)cc1	-11	8	-3	16	2	10	0	5	-9
Cc1c(C(=O)N2CCN(Cc3cccs3)CC2)oc2ccccc12	0	-2	0	12	0	14	0	9	8
CCOC(=O)N1CCN(c2c(N3CCN(c4ccc(F)cc4)CC3)c(=O)c2=O)CC1	20	-9	-3	20	7	-3	2	14	-10
CC(C(=O)N1CCN(C(=O)c2ccco2)CC1)N1C(=O)NC2(CCCCC2C)C1=O (stereo not given)	-20	-8	-6	10	-8	-10	1	16	4
CCCCCCCNC(=O)c1cc(-c2ccncc2)nc2ccccc12	-13	21	2	8	-8	-4	3	10	34
Cc1nc(SCC(=O)c2cccs2)c2oc3ccccc3c2n1	7	0	1	-1	-5	1	-19	36	18
COc1ccc(-c2ccc(C(=O)C3CC3)cc2)cc1	14	-6	-4	-284	-16	10	3	35	1

An excerpt of these results, with two lines to a compound.
Values run as follows: SENP6 inh | PfG6PD inh | HKDC1 inh | SENP8 block-1 | SENP8 block-2 | SENP7 block | SENP1 inh | NLRP3 yeast inh | Apaf1 inhib
Cc1c(C(=O)N2CCN(Cc3cccs3)CC2)oc2ccccc12
  0 | -2 | 0 | 12 | 0 | 14 | 0 | 9 | 8
Cc1nc(SCC(=O)c2cccs2)c2oc3ccccc3c2n1
  7 | 0 | 1 | -1 | -5 | 1 | -19 | 36 | 18
COc1ccc(-c2ccc(C(=O)C3CC3)cc2)cc1
  14 | -6 | -4 | -284 | -16 | 10 | 3 | 35 | 1
CCOC(=O)N1CCN(c2c(N3CCN(c4ccc(F)cc4)CC3)c(=O)c2=O)CC1
  20 | -9 | -3 | 20 | 7 | -3 | 2 | 14 | -10
CC(C(=O)N1CCN(C(=O)c2ccco2)CC1)N1C(=O)NC2(CCCCC2C)C1=O (stereo not given)
  -20 | -8 | -6 | 10 | -8 | -10 | 1 | 16 | 4
CCCCCCCNC(=O)c1cc(-c2ccncc2)nc2ccccc12
  -13 | 21 | 2 | 8 | -8 | -4 | 3 | 10 | 34
Cc1ccc(S(=O)(=O)N2CCc3c2cc([N+](=O)[O-])cc3[N+](=O)[O-])cc1
  -19 | 1 | 0 | 16 | 4 | 3 | 2 | 22 | 21

Screening results as filed in PubChem.
